# FLuc counter: qHTS profiling assay for firefly luciferase inhibitor/activator using purifed enzyme and Km concentrations of substrates (counterscreen for miR-21 project); purified FLuc, Km substrates, luminescence inhibition; Potency, µM (series often up to 57.5 µM), inactives show at the top dose activity change, negative = inhibition, most hits filed as inhibitors; actives 6.9% (n = 360,000);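 further: plate controls were vehicle for no effect and reference inhibitor for full effect; nearly all actives have a fitted effect of over 55% in size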
# Target sequence (P08659 whole entry, looked up): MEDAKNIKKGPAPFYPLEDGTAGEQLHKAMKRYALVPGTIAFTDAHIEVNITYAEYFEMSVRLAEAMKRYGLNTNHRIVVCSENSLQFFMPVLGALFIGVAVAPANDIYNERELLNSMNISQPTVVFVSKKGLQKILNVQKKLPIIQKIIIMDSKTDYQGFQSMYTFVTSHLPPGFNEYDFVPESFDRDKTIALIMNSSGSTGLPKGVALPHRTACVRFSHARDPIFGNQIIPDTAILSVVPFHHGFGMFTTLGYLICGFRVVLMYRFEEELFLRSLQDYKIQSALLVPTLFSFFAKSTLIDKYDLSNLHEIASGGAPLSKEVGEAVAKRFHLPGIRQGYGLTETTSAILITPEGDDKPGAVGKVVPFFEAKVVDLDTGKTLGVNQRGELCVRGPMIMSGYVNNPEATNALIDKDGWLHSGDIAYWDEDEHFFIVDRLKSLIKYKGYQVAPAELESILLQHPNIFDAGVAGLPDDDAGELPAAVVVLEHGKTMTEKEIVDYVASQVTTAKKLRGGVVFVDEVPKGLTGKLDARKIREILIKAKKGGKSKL
#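 Purified P. pyralis luciferase, 10 nM final, with Km-level 10 uM D-luciferin and 10 uM ATP in 50 mM Tris acetate pH 7.5, 10 mM Mg acetate, 0.01% Tween-20, 0.05% BSA; 6-point qHTS titration about 60 µM downward; luminescence read.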
# NPC1 promoter act: qHTS Assay for NPC1 Promoter Activators; Huh7 NPC1 promoter luciferase reporter, 24 h; Potency, µM (titrated, usually from 9.22 µM), inactives show at the highest dose activation, usual class: activators; actives 2.4% (n = 320,000); AID 485313, 2010;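 further: % of control where 0% means no effect; nearly all actives have a fitted effect of over 60% in size; reporter is driven by a mutant NPC1 promoter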
#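 In 1536-well qHTS, Huh7 cells harboring an NPC1 promoter–luciferase construct received compound for 24 h; activation was quantified by luminescence following luciferase reagent addition.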
# BRCA1 expr act: qHTS Assay to Identify Small Molecule Activators of BRCA1 Expression | MCF7-BRCA1-FFLuc reporter, luminescence, 48 h; response scale: scaled: vehicle 0%, 10 µM genistein 100% | Potency, µM (series often up to 46.1 µM), without a hit: at the top dose activation, hits mostly activators | actives 1.1% (n = 380,000); further: nearly all actives have a fitted effect of over 80% in size; some results filed as inactive show a strong effect at the top dose
#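 Luminescence from a BRCA1-driven firefly luciferase in MCF7 cells was the read-out, taken 15 min after substrate addition following 48 h compound exposure at 37 °C. Data were normalized to a 10 microM genistein control and DMSO vehicle.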
# p53 reactivation: qHTS assay for re-activators of p53 using a Luc reporter; H1299 p53-A138V BP100-luciferase reporter, luminescence, 24 h; Potency, µM (titrated, usually from 92.2 µM), for the others: at the top dose activity change, positive = activation, actives largely listed as activators; actives 0.063% (n = 320,000); further: % of control where 0% means no effect; nearly all actives have a fitted effect of over 45% in size
#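 p53-null H1299 cells stably carrying temperature-sensitive p53-A138V and a BP100-luciferase reporter were pinned with compounds (4-point, 1:5 series) and held 24 hrs at 37 deg C. Luminescence was read 10 min after detection reagent.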
# MBNL1-CUG inh: qHTS Assay for Inhibitors of MBNL1-poly(CUG) RNA binding | TR-FRET MBNL1-His/biotin-(CUG)12 binding, 665/545 ratio | Potency, µM (doses to about 57.5 µM), for inactives: at the top dose activity change, negative = inhibition, usual class: inhibitors | actives 0.036% (n = 280,000); active means well fitted inhibition curve with a large enough effect in the signal ratio, with a control signal flat, not every such curve was filed as active; inconclusive means small, poorly fitted or top-dose-only effect, or effect the other way, or a change in a side signal; inactive means no such curve, though single readings can be large or run the other way; the % refers to the signal ratio; further: on the % scale 0 is the no-effect control and ±100 the full control effect
# Target sequence (Q9NR56 whole entry, looked up): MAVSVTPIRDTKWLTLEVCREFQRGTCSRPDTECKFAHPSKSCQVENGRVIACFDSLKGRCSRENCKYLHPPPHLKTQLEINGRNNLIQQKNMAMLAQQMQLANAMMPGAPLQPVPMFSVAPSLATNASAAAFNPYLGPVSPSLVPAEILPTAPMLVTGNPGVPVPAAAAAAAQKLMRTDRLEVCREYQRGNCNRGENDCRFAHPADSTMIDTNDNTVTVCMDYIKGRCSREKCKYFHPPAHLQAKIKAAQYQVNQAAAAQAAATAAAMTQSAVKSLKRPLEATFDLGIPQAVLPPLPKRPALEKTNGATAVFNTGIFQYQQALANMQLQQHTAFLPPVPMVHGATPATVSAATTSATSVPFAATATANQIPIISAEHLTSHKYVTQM
#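 MBNL1-His + Biotin-(CUG)12, cpd titration 92 nM–58 uM; Tb anti-His Ab 0.055 ng/ul, SA-XL665 5 nM (final); 60 min RT; ratiometric 665/545 nm, Ex 340 nm; normalized to buffer and full-complex controls.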
# VP16 counter: VP16 counterscreen qHTS for inhibitors of ROR gamma transcriptional activity; actives 3.5% (n = 310,000); Potency, µM (series often up to 53.6 µM), for the others: top-dose activity, negative = inhibition, actives largely listed as inhibitors; Drosophila S2 Gal4-VP16 UAS-luciferase, luminescence, 20 h; AID 2546, 2010;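 further: Gal4-VP16 expression switched on by copper sulfate through the metallothionein promoter; on the % scale 0 is the no-effect control and ±100 the full control effect; nearly all actives have a fitted effect of over 50% in size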
# uPA surface inh: qHTS for Inhibitors of Cell Surface uPA Generation. AID 540303, 2011. cell surface uPA generation assay, qHTS. Potency, µM (highest dose often 38.3 µM), for the others: at the top dose activity change, negative = inhibition, usual class: inhibitors. actives 0.31% (n = 330,000); active means well fitted inhibition curve with a large enough effect; inconclusive means small, poorly fitted or top-dose-only effect; inactive means no such curve, though single readings can be large or run the other way; tested in mouse RAW 264.7 cells; further: on the % scale 0 is the no-effect control and ±100 the full control effect; nearly all actives have a fitted effect of over 55% in size
# ELG1 genotoxic: qHTS screen for small molecules that induce genotoxicity in human embryonic kidney (HEK293T) cells expressing luciferase-tagged ELG1 | AID 504466, 2011 | Potency, µM (titrated, usually from 46 µM), for the others: at the highest dose activity change, positive = activation, hits mostly activators | HEK293T ELG1-luciferase reporter, luminescence, 16 h | actives 1.3% (n = 330,000); further: % of control where 0% means no effect; nearly all actives have a fitted effect of over 60% in size
#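 HEK293T cells expressing luciferase-tagged ELG1 were exposed to compound or DMSO vehicle for 16 hr at 37 °C and 5% CO2. Luciferase activity was then measured with ONE-Glo after 30 min at room temperature.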
# RORgamma inh: qHTS for inhibitors of ROR gamma transcriptional activity | Drosophila S2 Gal4-RORgamma UAS-luciferase reporter, 20 h | actives 5.4% (n = 310,000) | Nuclear receptor ROR-gamma (Mus musculus), P51450 | Potency, µM (titrated, usually from 53.6 µM), for inactives: top-dose activity change, negative = inhibition, usual class: inhibitors; further: on the % scale 0 is the no-effect control and ±100 the full control effect; nearly all actives have a fitted effect of over 60% in size
#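 Luminescence from a UAS-regulated Photinus luciferase reporter in stably transfected Drosophila Schneider cells is measured; decreased signal marks ROR gamma inhibition. Fusion expression is induced by 700 uM copper sulfate for 20 hr.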
# Rab9 promoter act: qHTS Assay for Rab9 Promoter Activators | Huh7 Rab9 promoter-luciferase reporter, luminescence, 24 h | Potency, µM (series often up to 9.22 µM), for inactives: top-dose activation, negative = inhibition, most hits filed as activators | actives 2.8% (n = 320,000); further: % of control where 0% means no effect; nearly all actives have a fitted effect of over 60% in size
#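 Cells were plated at 1500 per well in reduced-serum medium with 10% FBS and left 2 h. Compound in DMSO was then added for 24 h at 37 °C. Reporter signal was read by luminescence after 10 min with luciferase detection reagent.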
# * = called active by the depositor; ? = inconclusive; / = not tested or not shown; [ ] = remark or other dose. Unless noted, the call rests on the fitted dose curve; in most records, active means well fitted curve in the direction sought with a large enough effect; inconclusive means small, poorly fitted or top-dose-only effect, or another doubt; inactive means no such curve, though single readings can be large; an effect the other way counts as inactive or inconclusive. Potency means the concentration at half of the fitted maximal effect.
SMILES,FLuc counter,NPC1 promoter act,BRCA1 expr act,p53 reactivation,MBNL1-CUG inh,VP16 counter,uPA surface inh,ELG1 genotoxic,RORgamma inh,Rab9 promoter act
CC(C)NC(=O)NC(=O)COC(=O)c1ncc(Cl)c(Cl)c1Cl,2%,-1%,23%,1%,6%,27%,1%,3%,-31%,-4%
CCC(c1nnnn1Cc1cccs1)N1CCN(C2CCCC2)CC1 (stereo not given),-7%[2.3 µM],1%,-4%,2%,-8%,-2%,-4%,1%,-2%,1%
Cc1cc(OCC(=O)OCC(=O)N2c3ccccc3NC(=O)C2(C)C)ccc1Cl,-4%,-6%,9%,12%,/,/,4%,-3%,/,-5%
COc1ccc(-c2cc(=O)c3ccccc3n2C)cc1,-13%,-3%,-6%,-6%,-17%,24%,-1%,-9%,9%,0%
CCCCC(=O)Nc1c(C)cc(C)cc1Cl,-1%,4%,0%,0%,-20%,8%,-6%,5%,-30%,0%
Cc1ccc(CNC(=O)c2ccc(N(C)S(=O)(=O)c3ccccc3)cc2)cc1,-1%,1%,-9%,-10%,-2%,20%,1%,-1%,-2%,3%
CCOC(=O)Cn1c(S(=O)(=O)Cc2ccccc2Cl)nc(-c2ccccc2)c1-c1ccccc1,-1%,-3%,-57%,-5%,?,-16%,/,-4%,2%,-4%
COc1ccccc1N1CCN(C(=O)c2ccc(-c3nc4ccccc4s3)o2)CC1,13µM*,-3%,48%,?,/,/,-1%,-7%,/,24%
COc1ccc(N(CC(=O)Nc2ccc3c(c2)OCO3)S(=O)(=O)c2ccccc2)c(OC)c1,-5%,6%,-52%,-4%,-1%,2%,6%,-14%,6%,-3%
Cc1n[nH]c(=O)c2c(NC(=O)COC(=O)c3cccc(OC(F)F)c3)oc(C)c12,-3%,-1%,12%,-1%,/,/,0%,-1%,/,-2%
CNc1c(NS(=O)(=O)c2ccc3c(c2)CCCC3)c(=O)oc2ccccc12,2%,-5%,-4%,5%,3%,5%,2%,3%,9%,1%
CC1CCN(CC(=O)N(C)c2c(N)n(Cc3ccccc3)c(=O)[nH]c2=O)CC1,2%,-7%,4%,-2%,/,/,-3%,1%,/,-2%
COc1ccc(S(=O)(=O)N(c2onc(C)c2Cl)S(=O)(=O)c2ccc(OC)c(OC)c2)cc1OC,6%,-3%,-14%,-2%,-10%,0%,2%,0%,0%,9%
Cc1c(C(=O)OCC[N+]2(C)CCCCC2)oc2ccccc12,4%,-1%,15%,-1%,8%,6%,0%,0%,0%,-12%
N#Cc1nc(-c2ccccc2)oc1N1CCN(C(=O)c2ccco2)CC1,-3%,-5%,21%,1%,6%,-12%,0%,0%,7%,-4%
Cc1nc2c(-c3ccccc3)c(C)nn2c(C)c1CCC(=O)N1CCOCC1,-6%,-2%,5%,-14%,-9%,-6%,1%,-1%,33%,0%
COc1ccccc1CCN1CCCC(CN(C)C(=O)CCC(N)=O)C1 (stereo not given),-4%,0%,12%,8%,-1%,-1%,-17%,0%,5%,0%
CCCCc1nc2cc(C(=O)N3CCC(OC)CC3)ccc2o1,?,1%,?,12%,-8%,-8%,8%,13%,14%,?
COc1cccc(/C=C/C(=O)NCCc2ccc3c(c2)OCCO3)c1,?,-3%,0%,7%,-16%,-29%,5%,0%,2%,-8%
O=C(Cn1nc(-c2ccccc2)c2ccccc2c1=O)NCC1CCCO1 (stereo not given),3%,14%,-18%,-2%,10%,-6%,-12%,-5%,9%,2%
CCN(CCC#N)c1ccc(/C=N/Nc2nc(C)cc(=O)[nH]2)c(C)c1,?,2%,-24%,-12%,?,-5%,-5%,0%,?,0%
CC(NC(=O)c1ccc(NC(=O)CC2SC(N3CCCC3)=NC2=O)cc1)c1ccc(S(N)(=O)=O)cc1 (stereo not given),0%,0%,-19%,-1%,/,/,-5%,1%,/,2%
CCOc1cc(N2CCOCC2)c(OCC)cc1NC(=O)COC(=O)CCOc1ccc(C)cc1,4%,-3%,0%,?,/,/,-3%,?,/,-3%
O=C(CSc1ccc(-c2ccccn2)nn1)N1CCCC1,-1%,16%,42%,-2%,-7%,-7%[10 µM],2%,8%,41%,16%
CC(OC(=O)CCC(=O)c1cccs1)C(=O)Nc1ccccc1[N+](=O)[O-] (stereo not given),5%,-2%,1%,-4%,?,?,1%,0%,15%,-7%

# Further records
SMILES,FLuc counter,NPC1 promoter act,BRCA1 expr act,p53 reactivation,MBNL1-CUG inh,VP16 counter,uPA surface inh,ELG1 genotoxic,RORgamma inh,Rab9 promoter act
Cc1cc2nc(SCCOC(=O)Nc3ccccc3)nc(C)c2cc1C,-17%,-3%,-13%,-6%,3%,2%,0%,-3%,18%,0%
CC(CC(=O)O)CC(=O)Nc1nncs1 (stereo not given),2%,-8%,0%,1%,-11%,-15%,0%,2%,-1%,-2%
CCCCSCCCNC(=O)CCCN1C(=O)c2ccccc2Sc2ncccc21,0%,2%,-5%,7%,-2%,-8%,1%,-4%,14%,-4%
Cc1[nH]c2ccc(C(=O)NC3CCC(C)CC3)cc2c1C (stereo not given),?,?,85%,22%,-10%,-15%,3%,17%,4%,?
CC1Cc2cc(S(=O)(=O)N3CCCCC3C)ccc2N1C(=O)C1CCC1 (stereo not given),0%,-5%,-5%,-6%,-3%,0%,-8%,-6%,17%,1%
O=C(NCC1CCCN1S(=O)(=O)c1cccs1)C(=O)Nc1ccccc1 (stereo not given),-20%,11%,68%,7%,/,/,-1%,1%,/,-2%
Cc1ccc(S(=O)(=O)N(C)CC(=O)NCCCn2ccnc2)cc1,0%,-7%,-6%,6%,2%,3%,-2%,-1%,6%,-2%
O=C(CN1CCCCCC1)N/N=C/c1cccs1,-14%,1%,3%,5%,9%,5%,/,2%,-12%,10%
COc1ccc(-c2ccc(OC)c([C@H]3[C@H]4C=CC[C@@H](C)[C@@H]4C(=O)N3Cc3ccccc3)c2)cc1OC,1%,-14%,4%,-1%,-5%,-18%,-5%,-2%,-9%,-7%
CN(C(=O)c1ccccc1C(=O)OCC(=O)NCc1ccccc1)C1CCCCC1,-17%,-3%,8%,-2%,/,-8%,53%[activator],-1%,27%,-1%
COc1cc(/C=C/C(=O)OCC(=O)NC2CC2)cc(OC)c1OC,/,/,-9%,-3%,/,/,?,1%,/,/
Nc1nc2ccccc2n1CCOc1ccc(Br)cc1,1%,-5%,4%,/,4%,/,-11%,-4%,/,0%
Cc1ccc(C(=O)N2CCC3(CC2)Oc2ccc(F)cc2C(=O)C32CC(c3ccc(Cl)cc3)=NO2)s1 (stereo not given),-1%,-12%,-5%,-4%,0%,9%,-9%,-1%,0%,-13%
O=C(N/N=C/c1c[nH]c2ccccc12)c1ccccc1O,6µM*,27%,8.9µM*,11%,8%,6.3µM*,-6%,?,5.6µM*,?
CCN1CCN(C(=S)Nc2sc(C)c(-c3ccccc3)c2C(=O)OC)CC1,-3%,-3%,-29%,0%,5%,-7%,7%,-7%,?,-6%
O=C1CSC(=Nc2ccccc2)N1Cc1ccccc1,-12%,-1%,-23%,-2%,-4%,0%,2%,6%,-14%,2%

# 9 compounds already listed, arranged by count of non-hydrogen atoms, highest first:
SMILES,FLuc counter,NPC1 promoter act,BRCA1 expr act,p53 reactivation,MBNL1-CUG inh,VP16 counter,uPA surface inh,ELG1 genotoxic,RORgamma inh,Rab9 promoter act
CCOC(=O)Cn1c(S(=O)(=O)Cc2ccccc2Cl)nc(-c2ccccc2)c1-c1ccccc1,-1%,-3%,-57%,-5%,?,-16%,/,-4%,2%,-4%
COc1ccc(N(CC(=O)Nc2ccc3c(c2)OCO3)S(=O)(=O)c2ccccc2)c(OC)c1,-5%,6%,-52%,-4%,-1%,2%,6%,-14%,6%,-3%
Cc1cc(OCC(=O)OCC(=O)N2c3ccccc3NC(=O)C2(C)C)ccc1Cl,-4%,-6%,9%,12%,/,/,4%,-3%,/,-5%
O=C(Cn1nc(-c2ccccc2)c2ccccc2c1=O)NCC1CCCO1 (stereo not given),3%,14%,-18%,-2%,10%,-6%,-12%,-5%,9%,2%
CCC(c1nnnn1Cc1cccs1)N1CCN(C2CCCC2)CC1 (stereo not given),-7%[2.3 µM],1%,-4%,2%,-8%,-2%,-4%,1%,-2%,1%
Cc1[nH]c2ccc(C(=O)NC3CCC(C)CC3)cc2c1C (stereo not given),?,?,85%,22%,-10%,-15%,3%,17%,4%,?
COc1ccc(-c2cc(=O)c3ccccc3n2C)cc1,-13%,-3%,-6%,-6%,-17%,24%,-1%,-9%,9%,0%
CCCCC(=O)Nc1c(C)cc(C)cc1Cl,-1%,4%,0%,0%,-20%,8%,-6%,5%,-30%,0%
CC(CC(=O)O)CC(=O)Nc1nncs1 (stereo not given),2%,-8%,0%,1%,-11%,-15%,0%,2%,-1%,-2%
